# Screening data as filed in PubChem.
# Dynein transport: inhibitors of GR-EGFP nuclear translocation, primary screen, dynein cargo transport inhibitor project, imaging, high-content, 3617.4 mouse cells | test concentration mostly 20 µM; stimulated with dexamethasone, 1 µM; active compounds read low | z-score, hits read low | AID 1381, 2008 | 0.47% of 220,000 active;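 active means plate z-score of nuclear minus cytoplasmic receptor signal below a set negative limit, without overly bright fluorescence or cell loss, cut at about -3.5 in these data, passing the limit was not always enough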;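 further: z-score of nuclear minus cytoplasmic ring GR-EGFP intensity difference per well; some compounds called inactive have numbers as strong as hits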
#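 Schedule: 48 h induction, then 1 h compound, then 30 min agonist, 37 °C. Buffer or medium: tetracycline-free induction medium containing charcoal-stripped FBS. Reagent: 1.0 µM final dexamethasone stimulus. Evaluation: nuclear versus cytoplasmic GR-EGFP signal, averaged per well. Signal: high-content fluorescence imaging after fixation.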
# NOD1 NF-kB reporter: NOD1 signaling inhibitors, primary screen, cell-based, luminescence, uHTS (AID 1578) | 1% of 290,000 active | inhibition, % at 4 µM; hits with a dose series show EC50 in µM | NOD1-driven NF-kB luciferase reporter cells, luminescence; higher % means a stronger effect; in the data active means inhibition mostly above about 36%, no sharp cut-off; inactive means mostly below about 34%;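 further: HEK-293T reporter cells stimulated with the NOD1 agonist gamma-tri-DAP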
# NOD2 inhibition: NOD2 signaling inhibitors, cell-based, luminescence, uHTS, HEK293 (AID 1566). inhibition, % at 4 µM; hits with a dose series show EC50 in µM. HEK293 NOD2/NF-kB luciferase reporter, luminescence; higher % means a stronger effect. 0.63% of 290,000 active; in the data active means inhibition above about 50%; further: many of its hits are not listed in these tables
# MT stabilizer: microtubule stabilizers in HeLa cells, primary screen, imaging, high-content imaging | HeLa tubulin immunostaining HCS, 24 h; share of cells brighter than vehicle mean+2SD | % tubulin-high responders, % at 10 µM | 0.83% of 200,000 active;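 active means plate Z-score above 3 for both tubulin-high and condensed-nucleus cell shares, with cell loss under 80%, at 10 µM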;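 further: anti alpha tubulin signal scored within the nucleus-defined area of each cell; some results filed as inactive read as strong as hits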
# bCat nuc transl: modulators of beta-catenin nuclear translocation, primary screen, imaging, HeLa cells, immunofluorescence, high-content; nuclear translocation activity, % at 5 µM; 0.3% of 190,000 active;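 active means nuclear translocation activity above 50% at 5 µM, with a well cell count of 50 or more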;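 further: per-cell ratio of nuclear to cytoplasmic median beta-catenin stain intensity; plate controls were DMSO negative control for no effect and GSK-3 inhibitor IX positive control for full effect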
#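 Read-out: Nuclear/cytoplasmic beta-catenin signal ratio, % activation | Assay system: Human HeLa cell line | Times: 24 h compound exposure at 37°C, 5% CO2 | Signal: Fluorescence imaging of beta-catenin antibody stain plus DAPI | Dosing: 5 µM primary, 0.02–20 µM confirmation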
# Yfh1-depleted yeast: enhancers of respiration in Yfh1-depleted yeast, dose response, Friedreich's ataxia, plus single-dose screen (AID 1465); S. cerevisiae Yfh1-off respiration, WST-1 reduction, 72 h; higher fold induction means a stronger effect; fold induction at 50 µM; hits with a dose series show EC50 in µM; 0.074% of 220,000 active;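 active means fold induction of absorbance versus untreated yeast above a set limit, then at least 30% activation at any dose in follow-up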;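 further: activators that raise dye reduction in frataxin-depleted yeast; strong numbers were not always called active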
# P. falciparum M17LAP: P. falciparum M17LAP inhibitors, primary screen, biochemical, fluorogenic H-Leu-NHMec substrate, 1536-well (AID 1619); Leucine aminopeptidase (Plasmodium falciparum (isolate 3D7)); recombinant M17LAP, H-Leu-NHMec fluorogenic kinetic assay; higher % means a stronger effect; inhibition, % at 30 µM; hits with a dose series show IC50 in µM; 0.38% of 220,000 active;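 active means compound inhibiting the enzyme by more than half at any dose during confirmatory dose-response retesting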;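 further: plate controls were full reaction with DMSO carrier for no effect and no enzyme background for full effect; strong numbers were not always called active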
# Autophagy mod: autophagy modulators in MEF cells, primary screen, imaging, high-content, MEF GFP-LC3. MEF GFP-LC3 puncta imaging; test concentration mostly 10 µM. calls only at 10 µM (by protocol). 0.98% of 190,000 active. AID 463193, 2010;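 active means percentage of spot-positive cells more than 3 SD above its plate mean, without a fluorescence outlier flag or 80% toxicity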;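 further: spot-positive cell cutoff set from DMSO-treated cells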
# Ins promoter up: insulin promoter activators in MIN6 cells, imaging, high-content screening, mouse beta cells. z-score at 5 µM. AID 1625, 2009. MIN6 insulin promoter-GFP reporter; active compounds read high. 0.3% of 190,000 active;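 active means z-score above 3 at 5 µM with at least 500 cells counted in the well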
# Dynein transport cytoplasmic EGFP: recorded beside Dynein transport, whose call it bears; z-score; measured here: cytoplasmic GR-EGFP intensity; active compounds read high
# Dynein transport nuclear GR-EGFP: also measured in Dynein transport; calls as there; z-score; measured here: nuclear GR-EGFP intensity;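 lower value marks the stronger effect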
# Dynein transport cell count: recorded beside Dynein transport, whose call it bears; z-score; measured here: cell count per field
# Ins promoter up cell count: also measured in Ins promoter up; calls as there; cell count; measured here: cytotoxicity, nuclei count;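 total cells summed across four imaged fields per well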
# bCat nuc transl cell count 5 µM: recorded beside bCat nuc transl, whose call it bears; cell count; measured here: cell count, cytotoxicity flag
# MT stabilizer Hoechst-high %: second read-out of MT stabilizer, no call of its own (marks repeat the call); % Hoechst-high responders; measured here: nuclear condensation Hoechst responders;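 share of cells brighter than vehicle mean plus two SD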
# MT stabilizer cytotoxicity %: further read-out of MT stabilizer, marked with its call; toxicity, %; measured here: cytotoxicity by cell density;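 0% = mean cell density of plate MIN control wells and 100% = no cells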
# Autophagy mod cell loss 18 h: recorded beside Autophagy mod, whose call it bears; toxicity, %; measured here: cell loss, nuclei count;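 cell loss after 18 h compound exposure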
# * hit, by the source's call; i = inactive; . = no result given.
SMILES,Dynein transport,Dynein transport cytoplasmic EGFP,Dynein transport nuclear GR-EGFP,Dynein transport cell count,NOD1 NF-kB reporter,NOD2 inhibition,MT stabilizer,MT stabilizer Hoechst-high %,MT stabilizer cytotoxicity %,bCat nuc transl,bCat nuc transl cell count 5 µM,Yfh1-depleted yeast,P. falciparum M17LAP,Autophagy mod,Autophagy mod cell loss 18 h,Ins promoter up,Ins promoter up cell count
Cc1ccc(C(=O)CS(C)(=O)=O)cc1,-0.44,-0.28,0.06,-0.063,-13%,12%,2.8,0.2,53,0.8,994,i,3%,i,-1,0.4,1297
Cc1ccccc1-c1n[nH]c(=S)o1,-0.54,-0.21,-0.22,1,10%,-5%,2.7,1.5,3.3,-5.3,1221,i,24%,i,3,0.25,941
CNC(=S)N/N=C/c1c(C)nn(-c2cccc(Cl)c2)c1Cl,0.2,-0.22,-0.068,-0.23,-19%,9%,5.7,1.8,9.6,-1.0,1172,i,-3%,i,2,-0.29,1463
COC(=O)c1ccc2ccn(CC(=O)NC(C)C)c2c1,-0.72,-0.12,-0.2,0.58,-18%,-1%,11,2.3,7.9,.,.,i,-33%,i,8,-0.56,1247
Cc1cc(NC(=O)CSc2nccn2-c2ccc(F)cc2)no1,-0.077,-0.21,0.037,-0.43,3%,-10%,2.8,1.4,1.8,-2.7,1243,i,19%,i,3,0.36,1262
Cc1ccc(-c2nc(COC(=O)c3c(C)noc3C)cs2)cc1,-0.61,-0.13,-0.3,0.52,-3%,-8%,1.4,1.1,7.8,-1.0,994,i,5%,i,3,-0.21,1261
CC1(C)Cc2c(C#N)c(SCCOc3ccccc3)nc(N3CCOCC3)c2CO1,1.2,-0.22,0.58,-0.34,-17%,-7%,2.3,1.6,8.2,.,.,i,13%,i,18,-3.5,1133
Oc1oc(-c2ccccc2)nc1/C=N/c1ccccn1,-0.46,-0.19,-0.35,0.069,-60%,-45%,2.9,2.7,6.1,0.0,1551,i,47%,i,17,0,1547
Cc1cnn(C(=S)NCC2CCCO2)c1 (stereo not given),-0.3,-0.067,0.69,0.18,-11%,-8%,3.1,2.4,6.3,-1.6,1162,i,-13%,i,-43,.,.
COCCNC(=O)/C(C#N)=C/c1ccc(SC)cc1,-0.91,-0.22,-0.36,0.76,-39%,-10%,1.7,2.5,6.1,-2.4,1073,i,25%,i,14,-0.25,1422
Cc1nnc(Sc2nc3c(c(=O)n(C)c(=O)n3C)n2Cc2ccccc2Cl)s1,0.58,0.0012,0.27,-0.33,.,.,3.1,1.5,8.4,.,.,i,.,i,-9,.,.
CSc1nc(Oc2cccc(C(F)(F)F)c2)cc(C(F)(F)F)n1,1.8,-0.22,0.52,-0.99,16%,3%,2.0,1.1,3.3,0.9,1415,i,-6%,i,34,0.98,1396
CCCC(=O)N1CC2(C)CN(C(=O)CCC)CC(CCC)(C1)C2=O,0.19,-0.19,0.37,0.059,4%,14%,1.8,1.4,9.3,-1.5,1306,i,-9%,i,2,0.06,1318
Cc1nnc(NC(=O)CSc2nnc(C)n2Cc2ccccc2)s1,1.2,0.048,1.2,-2.3,32%,-5%,3.7,1.7,4.9,-2.5,550,i,5%,i,25,.,.
CCCCSc1c(C)c2cc3c(cc2[nH]c1=O)OCO3,1.3,-0.24,0.91,-0.84,-2%,3%,1.6,1.9,3.5,2.7,995,i,-3%,i,-8,-1.3,1735
COc1oc(-c2ccccc2)nc1C(F)(F)F,-0.21,-0.28,-0.17,1.1,10%,-8%,3.2,2.1,8.0,.,.,i,-7%,i,7,1.7,1204
CC1CN(CC(O)COCc2ccc3c(c2)OCO3)CC(C)O1 (stereo not given),-1,0.11,-0.48,0.72,-8%,5%,1.5,1.5,4.7,1.1,805,i,-3%,i,16,-0.42,1499
CCOC(=O)C1CCCN(C(=O)c2ccc(OCC)cc2)C1 (stereo not given),-0.56,0.081,-0.032,0.17,0%,6%,4.6,3.0,11,-4.3,1081,i,-7%,i,4,.,.
CCC(c1nnnn1Cc1ccco1)N(CCc1ccccc1)Cc1cc2cc(C)ccc2[nH]c1=O (stereo not given),.,.,.,.,33%,-14%,.,.,.,-0.4,1144,i,.,.,.,0.4,1224
CCc1nc2n[nH]c(N)c2c2c1CSC(C)(C)C2,-0.47,-0.27,-0.3,1.1,-14%,9%,3.7,2.7,8.3,-1.1,564,i,0%,i,5,.,.
CN(c1ccccc1C(=O)Nc1ccc(F)c(F)c1)S(C)(=O)=O,1.4,-0.23,0.93,-1.3,-34%,1%,4.1,1.3,1.6,0.6,1037,i,9%,i,8,1.2,1410
COc1ccc(N(CC(=O)O)S(C)(=O)=O)cc1OC,-0.41,-0.27,-0.45,-0.12,-10%,7%,2.6,1.9,5.4,.,.,i,8%,i,1,0.32,1351
CCn1nc(C)cc1C(=O)Sc1ccc(Cl)cc1Cl,-2,0.6,-0.71,-1.5,-15%,-6%,.,.,.,-0.5,1283,i,8%,.,.,-0.14,1005
O=c1sc(Nc2ccccc2)nc2ccccc12,-0.55,-0.33,-0.39,0.87,-24%,-8%,3.1,1.2,2.4,-1.8,1449,i,0%,i,0,0.56,1528
CC(C)(C)N(Cc1ccccc1)C(=O)CCc1ccccc1,-0.37,-0.25,0.14,-0.019,-13%,10%,4.1,1.1,20,-0.6,1481,i,0%,i,34,-0.13,1457
CCN(CC)S(=O)(=O)c1cccc(C(=O)OCC(=O)Nc2ccccc2OC(F)F)c1,-0.98,0.03,-0.32,0.67,8%,23%,3.0,1.9,5.2,2.5,971,i,-5%,i,-4,-0.23,865
COc1cccc(/C=N/NC(=O)c2nc(-c3ccccc3)cc(-c3ccccc3)n2)c1,-0.22,-0.22,-0.51,-0.024,45%,-41%,1.6,1.6,2.4,-0.9,1279,i,5%,i,7,0.54,1552
CCOC(=O)C1CCN(Cc2cn[nH]c2-c2ccccc2)CC1,0.073,-0.46,-0.07,0.41,-6%,1%,1.7,1.3,13,-5.3,988,i,2%,i,2,0.2,1256
COc1ccc(NS(=O)(=O)c2cc(-c3nnnn3C)ccc2OC)cc1,-0.94,-0.32,-0.27,0.75,-11%,6%,4.8,2.4,7.9,1.6,1321,i,-4%,i,26,-0.09,1621
Cc1ccc(NC(=O)N(Cc2ccco2)Cc2cc3cc(C)cc(C)c3nc2Cl)cc1,-0.059,-0.27,0.18,0.5,6%,-17%,1.9,3.3,8.4,0.2,984,.,-8%,i,8,-0.02,1836
COc1ccc(NC(=O)C2CCCN(S(=O)(=O)c3cccc4cccnc34)C2)c(OC)c1 (stereo not given),1.2,-0.013,1,-1,-12%,4%,3.3,3.7,8.5,.,.,i,6%,i,-2,-0.34,885
CCC(C)n1c(-c2ccco2)nc2nc3ccccc3nc21 (stereo not given),-0.67,-0.19,-0.95,0.24,4%,13%,3.4,2.1,5.5,-0.8,1317,.,-129%,i,0,-0.51,1678
O=C(O)CCCNC(=O)c1cccc(C(=O)NCCCC(=O)O)n1,-0.52,-0.32,-0.56,0.78,-25%,1%,1.8,2.9,8.7,-1.8,561,i,7%,i,17,0.38,1295
COc1ccc(C2(CNC(=O)c3cc([N+](=O)[O-])cc([N+](=O)[O-])c3)CCCC2)cc1OC,-0.45,-0.2,-0.67,0.98,-24%,10%,2.8,3.3,9.1,-2.7,582,i,3%,i,7,-0.4,1350
CCN1CCN(C(=O)C(N)Cc2ccccc2)CC1 (stereo not given),-0.52,-0.18,-0.073,-0.37,-18%,10%,2.9,1.6,6.3,-0.3,1060,i,9%,i,67,-0.64,1623
COc1ccccc1OCc1ccc(C(=O)NCCN(C)C)o1,0.64,-0.13,0.43,-1.5,6%,-10%,4.5,2.4,5.4,-0.4,1251,i,-2%,i,-5,1.8,1352
O=[N+]([O-])c1ccc(Sc2nccn2Cc2ccccc2)c([N+](=O)[O-])c1,-4.6*,0.48*,-1.4*,0.052*,.,.,5.3,4.8,3.4,-1.1,996,i,-2%,i,-19,0.24,1833
Cc1cc(C)nc(Nc2ncc(O)n2-c2ccc(Br)cc2)n1,-0.013,0.07,0.25,0.12,-40%,-5%,2.6,2.0,0.1,-0.2,1568,i,-7%,i,-16,-0.52,1317
COc1ccc(-c2cc(C(=O)O)nc3ccc4ccccc4c23)cc1OC,0.72,-0.3,0.21,-0.59,-17%,9%,11,1.9,1.5,-0.5,1092,i,6%,i,5,0.58,1291
O=C(Nc1ccc(S(=O)(=O)N2CCCc3ccccc32)cc1)C1CCCO1 (stereo not given),0.16,-0.26,0.093,-0.051,-1%,-10%,3.2,1.2,6.4,-1.1,1096,i,9%,i,-2,0.82,1816
O=c1nc(SCc2ccccc2Cl)nc(-c2ccc(Cl)cc2)[nH]1,2.1,-0.12,2,-1.7,58%*,15%,.,.,.,0.0,1385,i,-3%,.,.,0.07,1045

# This is a subset (hit frequency here may not be typical).
